NPYLR7 ag: agonists of mosquito NPYLR7 receptor, primary screen, cell-based, Aedes aegypti, calcium fluorescence, mosquito biting behavior; HEK293T NPYLR7/Galpha15, GCaMP6s calcium fluorescence; activation, % at 10 µM; 270,000 tested, 0.15% active; in the data active means activation above about 40%;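 further: 0% = vehicle and 100% = reference agonist at the receptor; some compounds past the cut are filed as inactive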
mcGAS inh: cyclic GMP-AMP synthase inhibitors, mouse, primary biochemical chemiluminescence. Q8C6L5. recombinant cGAS, Kinase-Glo ATP depletion luminescence. inhibition, % at 12.5 µM. 160,000 tested, 0.15% active. AID 1259399, 2018;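 further: 0% = negative control wells and 100% = reference inhibitor with no enzyme activity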
hcGAS lum: Primary biochemical luminescence assay for human cyclic GMP-AMP synthase inhibitors. Q8N884. recombinant h-cGAS, ATP depletion, Kinase-Glo luminescence. inhibition, % at 12.5 µM. 290,000 tested, 0.081% active. AID 1259398, 2018;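 further: 0% = vehicle reaction and 100% = reaction without DNA for no activity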
Target sequence (Q8N884 whole entry, looked up): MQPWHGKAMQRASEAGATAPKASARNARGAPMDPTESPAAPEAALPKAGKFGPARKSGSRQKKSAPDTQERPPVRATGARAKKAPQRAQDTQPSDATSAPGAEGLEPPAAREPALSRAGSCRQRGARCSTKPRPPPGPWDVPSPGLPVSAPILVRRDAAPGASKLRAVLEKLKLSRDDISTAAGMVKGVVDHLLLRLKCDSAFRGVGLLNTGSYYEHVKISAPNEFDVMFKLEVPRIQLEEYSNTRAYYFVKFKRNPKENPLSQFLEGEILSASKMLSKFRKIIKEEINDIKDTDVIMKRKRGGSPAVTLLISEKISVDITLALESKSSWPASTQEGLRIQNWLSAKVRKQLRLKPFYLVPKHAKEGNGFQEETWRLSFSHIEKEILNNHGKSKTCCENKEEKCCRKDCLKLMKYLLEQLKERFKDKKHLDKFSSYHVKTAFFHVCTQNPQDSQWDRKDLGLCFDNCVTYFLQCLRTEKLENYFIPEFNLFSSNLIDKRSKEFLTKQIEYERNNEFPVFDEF
The depositor's hits bear a star; x = not tested or not shown; & = joins results of further samples. Unless noted, no stated cut-off is given here; in the data, active means inhibition above about 40%; inactive means the rest.

no. | Structure | NPYLR7 ag | mcGAS inh | hcGAS lum
1 | Cc1ccc2[nH]c(=O)n3nc(C4CC4)nc3c2c1 | -9 | x | 11
2 | CCc1ccccc1NC(=O)N(CCOC)Cc1ccc(OS(=O)(=O)CC)cc1 | -8 | -1 | -4
3 | Cc1ccccc1OCC(=O)NCCS(=O)(=O)N1CCN(c2ccccn2)CC1 | -8 | x | -2
4 | O=C(NCc1ccccn1)c1cc(N2CCSCC2)nc2ccccc12 | 22 | -8 | -6
5 | Cc1ccc(-n2nnc3c(N4CCN(C(=O)CC5CCCC5)CC4)ncnc32)cc1 | -14 | -1 | -5
6 | COc1ccc(-c2c3c(=O)n(CCO)ccc3nc3nc(C)nn23)cc1 | -21 | x | 4
7 | COCCn1c(=NC(=O)C2=COCCO2)sc2cc(OC)ccc21 | 6 | x | -7
8 | CCn1c(=NC(=O)c2ccnn2C)sc2cc(Cl)ccc21 | x | -7 | -9
9 | COc1ccc(-n2sc3c(c2=S)-c2cc(OC)ccc2NC3(C)C)cc1 | -1 | x | -12
10 | COc1ccc(-n2ncc(Oc3ccc(Cl)c(C)c3)c(Nc3cccc(C(=O)NC4CC4)c3)c2=O)cc1 | -13 | 2 | 1
11 | Cc1cc(C(=O)CN2C(=O)C3(OCCO3)c3cc([N+](=O)[O-])ccc32)c(C)o1 | 3 | -6 | -3
12 | Cc1ccc(C)c(S(=O)Cc2cc(F)cc3c2OCOC3)c1 (stereo unspecified) | 2 | -15 | -3
13 | COC(=O)c1sccc1S(=O)(=O)Nc1ccc(F)cc1Cl | -7 | x | 0
14 | COCCNC(=O)C1(C)CCN(C=C2N=C(c3c(C)noc3C)ON2)C1 (stereo unspecified) | 14 | -3 | -6
15 | CC(C(=O)Nc1ccc(N2CCCC2)cc1)N1C(=O)C2CC=CCC2C1=O (stereo unspecified) | 16 | x | -13
16 | COc1ccccc1-c1cc(C(=O)NC(C)CCc2ccccc2)nc2c(-c3ccccc3)c(C)nn12 (stereo unspecified) | 19 | -8 | -3
17 | O=C(C1CCC1)N1CCN(C2c3ccccc3CCc3ccccc32)CC1 | 5 | -7 | -1
18 | CCOc1ccc(C(F)(F)F)cc1-n1cnnc1 | -1 | -11 | -4
19 | COC(=O)c1ccc2c(c1)sc(=NC(=O)c1nn(C)cc1C)n2C | 1 | -9 | -4
20 | COCCn1c(N2CCN(CCCc3ccccc3)CC2)nc2c1c(=O)[nH]c(=O)n2C | 5 | x | -5
21 | O=C(c1nc2sccn2c1CNCC1OCCc2ccccc21)N1CCCC1 (stereo unspecified) | -11 | -4 | -6
22 | O=C1C2C3C=CC(C3)C2C(=O)N1CCN1C(=O)C2C3C=CC(C3)C2C1=O (stereo unspecified) | 15 | -8 | -4
23 | Cc1ccc(N2C(=O)CSC2c2ccc(NC(=O)c3ccccc3Cl)cc2)cc1F (stereo unspecified) | -4 | -4 | -5
24 | COCCOC(=O)C1=C(C)NC2=C(C(=O)CCC2)C1c1coc2ccc(C)cc2c1=O (stereo unspecified) | -4 | -4 | -3
25 | CNS(=O)(=O)c1c(C)c(C)c(C)c(C)c1C | 1 | -14 | 0

Full records, looked up by structure.
CCOc1ccc(C(F)(F)F)cc1-n1cnnc1 reads NPYLR7 ag = -1; mcGAS inh = -11; hcGAS lum = -4
Cc1ccc(-n2nnc3c(N4CCN(C(=O)CC5CCCC5)CC4)ncnc32)cc1 reads NPYLR7 ag = -14; mcGAS inh = -1; hcGAS lum = -5

Carrying on.
no. | Structure | NPYLR7 ag | mcGAS inh | hcGAS lum
26 | O=C(NCCC1=CCCCC1)c1ccc(-c2ccc(F)c(F)c2)s1 | 12 | -5 | -3
27 | CCOC(=O)c1c(NC(=O)COC(=O)C2(C)CC2(Cl)Cl)sc(C(C)=O)c1C (stereo unspecified) | 23 | -5 | -3
28 | CCCN1CC(NC2CCN(Cc3cccnc3)CC2)CC1=O (stereo unspecified) | -2 | x | -4
29 | Cc1nnc(SCCCNC(=O)c2c(C)nc3sccn23)s1 | -4 | -12 | -3
30 | CCOC(=O)c1sc(NC(=NC)c2cccs2)cc1C | -1 | x | 1
31 | Cc1sc(NC(=O)c2cc(-c3ccc(C(C)(C)C)cc3)nc3ccccc23)c(C(N)=O)c1C | -9 | -4 | -2
32 | Cc1nc2sc3c(c2c(=N)n1N)CC(c1ccccc1)SC3c1ccccc1 (stereo unspecified) | 8 | -7 | -11
33 | CCOC(=O)c1sc(NC(=O)c2c(F)cccc2F)c(C(=O)OCC)c1C | -5 | -5 | 1
34 | COc1ccc2c(c1)C(CO)=CC(C)(C)O2 | 2 | -10 | 0
35 | CCc1cccc2c(C(CC(=O)NC3CCN(Cc4ccccc4)CC3)c3cccc(C(F)(F)F)c3)c[nH]c12 (stereo unspecified) | 17 | -6 | -2
36 | CCCCC(=O)Nc1c(-c2cccc(F)c2)nc2cc(C)ccn12 | -4 | -3 | -4
37 | CCOC(=O)C1C(=O)C=C(c2ccc(OC)c(OC)c2)CC1c1ccccc1 (stereo unspecified) | -2 | 0 | 3
38 | Cc1ccc(NC(=O)CSc2nc3ccccc3[nH]2)c(C)c1 | -6 | x | 2
39 | CN(C)C(=O)CO[C@@H]1COCC[C@H]1NC1CCC2(CCNCC2)CC1 | x | 2 | 18
40 | Cc1cccn2c(=O)c(C=C3SC(=S)N(CC4CCCO4)C3=O)c(N3CCCC3)nc12 (stereo unspecified) | 0 | -1 | -20
41 | Cc1cccc(NC(=O)N2CCC(n3cc(-c4ccccn4)nn3)CC2)c1C | 1 | x | -6
42 | CCC(C)N(CC(=O)N1CCc2sccc2C1c1ccccc1)C(=O)c1ccc(Cl)cc1 (stereo unspecified) | 17 | -4 | -8
43 | c1ccc(-c2nc(NC3CCCC3)c3ccccc3n2)cc1 | 5 | -5 | -4
44 | CCOc1ccccc1-n1nnc(C(=O)Nc2ccc(C(C)=O)cc2)c1C | -2 | -5 | 0
45 | CCCCCCNC(=O)n1cc(F)c(=O)[nH]c1=O | -5&-11 | x | -3&-8
46 | COCCn1cc(NC(=O)NC2CCCCC2)c2ccccc21 | 15 | x | -10
47 | CC(C)CC(=O)N1CCCC1C(=O)Nc1nnc(-c2ccc(Cl)cc2)s1 (stereo unspecified) | 22 | -6 | -12
48 | COc1cccc(C(=O)NCC2CCCN(Cc3cccc4nonc34)C2)c1OC (stereo unspecified) | 18&-8 | x | -7&1
49 | OC(C1CCCCN1)C1CC1(c1ccccc1)c1ccccc1 (stereo unspecified) | 1 | -2 | -1
50 | CCCC(=O)Nc1oc2c(C)cccc2c(=O)c1-c1ccc(OC)c(OC)c1 | 3 | x | -3

In a second layout: entries from further up.
(25) CNS(=O)(=O)c1c(C)c(C)c(C)c(C)c1C
(26) O=C(NCCC1=CCCCC1)c1ccc(-c2ccc(F)c(F)c2)s1

| compound no. | 25 | 26 |
| --- | --- | --- |
| NPYLR7 ag | 1 | 12 |
| mcGAS inh | -14 | -5 |
| hcGAS lum | 0 | -3 |

Sorted by number of heavy atoms (lowest first): some entries from above.
no. | Structure | NPYLR7 ag | mcGAS inh | hcGAS lum
34 | COc1ccc2c(c1)C(CO)=CC(C)(C)O2 | 2 | -10 | 0
43 | c1ccc(-c2nc(NC3CCCC3)c3ccccc3n2)cc1 | 5 | -5 | -4
49 | OC(C1CCCCN1)C1CC1(c1ccccc1)c1ccccc1 (stereo unspecified) | 1 | -2 | -1
27 | CCOC(=O)c1c(NC(=O)COC(=O)C2(C)CC2(Cl)Cl)sc(C(C)=O)c1C (stereo unspecified) | 23 | -5 | -3

Following part.
no. | Structure | NPYLR7 ag | mcGAS inh | hcGAS lum
51 | CNc1cc(-c2cccc(C(C)O)n2)c2cc[nH]c2n1 (stereo unspecified) | 23 | -19 | -8
52 | COc1ccc(-c2nn(-c3ccc(F)cc3)c(OC(C)=O)c2-c2ccc(N)cc2)cc1OC | 9 | x | -8
53 | Cc1ccccc1Oc1cc(C(C)C)nc(SCc2ccc(F)cc2)n1 | 3 | -1 | 1
54 | Cc1c(C(C)NC(=O)C2CC2c2cccc(Br)c2)cnn1C (stereo unspecified) | -14 | x | -8
55 | Cc1ccc(C(C2Sc3nc(C)nn3C2=O)N2CCC(O)CC2)cc1 (stereo unspecified) | 4 | x | -6
56 | COc1cc(OC)cc(C(=O)N2CCC3(CC2)SCCN3C(=O)c2cccc([N+](=O)[O-])c2)c1 | -11 | -4 | -5
57 | CCc1cccc2c(C(CC(=O)NCc3ccc4c(c3)OCO4)c3cccc(F)c3)c[nH]c12 (stereo unspecified) | 8 | -6 | 0
58 | CCCCCNC(=O)c1csc(COC(=O)c2ccccc2)n1 | -8 | -6 | -4
59 | Cc1nn(C)c(Cl)c1CN(C)CC1CCN(CCc2ccc(Cl)cc2)CC1 | 1 | -2 | -1
60 | CCOc1ccccc1C1NC(=S)N(c2ccccc2OC)C(C)=C1C(=O)Nc1cc(C)on1 (stereo unspecified) | 4 | -5 | 0
61 | COC(=O)C1=C(C)NC(C)=C(C(=O)OCCSc2ccccc2)C1C (stereo unspecified) | -16 | -6 | -5
62 | CC1C(=O)N(c2cccc(C(F)(F)F)c2)CCN1C(=O)Cc1ccccc1 (stereo unspecified) | -1 | -1 | -5
63 | CCOc1cc(/C=N\n2c(-c3ccco3)csc2=NC(C)C)ccc1O | -1 | x | -2
64 | CC(=O)c1ccc(NC(=O)CSc2ccc(-c3sc(-c4ccc(F)cc4)nc3C)nn2)cc1 | 4 | -7 | -7
65 | CC(C)C1CN(C(=O)c2c[nH]c(=O)cn2)CCC(=O)N1CC1CC1 (stereo unspecified) | x | -18 | -4
66 | CC(C)NC(=O)c1cnc(N2CCN(Cc3ccccc3)C2=O)o1 | -1 | x | -9
67 | COc1ccc(S(=O)(=O)N=c2sc3ccccc3n2C(F)F)cc1 | 8 | -6 | -4
68 | CCN(CC)CCCn1c2c(c(SCC(=O)Nc3cccc(C(F)(F)F)c3)nc1=O)CCC2 | 2 | -6 | -4
69 | CC1=C(C(=O)Nc2ccccc2C)C(c2cccnc2)n2nc(SCc3ccccc3F)nc2N1 (stereo unspecified) | 12 | x | -6
70 | O=C(Nc1ccc(-c2onc3c2CCCC3)cc1)c1cccc(OC(F)(F)F)c1 | 2 | -7 | -6
71 | COC(=O)[C@@H]1OC(=O)[C@H]2O[C@@]23[C@@]1(C)CCC1[C@@]2(C)CCC(=O)C(C)(C)C2C[C@@H](OC(C)=O)[C@]13C (stereo partly specified) | x | -5 | -3
72 | CCCCCSc1nc(N2CCOCC2)c2c(c1C#N)CC(C)(C)OC2 | 4 | x | -11
73 | CN(C)c1cnn(CC(=O)N(Cc2c(F)cccc2Cl)C2CC2)c(=O)c1 | 24 | x | -7
74 | O=c1c2c(nc3c(-c4ccccc4)c(-c4ccccc4)[nH]n13)CCC2 | -18 | x | 5
75 | c1cnc(N2CCN(Cc3cc4n(n3)CCNC4)CC2)cn1 | 8 | x | -4

[76] COCC1CCN(c2nc3nonc3nc2NCc2ccccc2)C1 (stereo unspecified)
  NPYLR7 ag: -2; mcGAS inh: -4; hcGAS lum: -1

[77] CC(=O)C(C)n1c(=O)c2c(nc3n(-c4cccc(Cl)c4)c(C)c(C)n23)n(C)c1=O (stereo unspecified)
  NPYLR7 ag: 0; mcGAS inh: x; hcGAS lum: -7

[78] CC1Cc2nc(SCC(N)=O)n(Cc3ccccc3)c(=O)c2S1 (stereo unspecified)
  NPYLR7 ag: 7; mcGAS inh: x; hcGAS lum: 4

[79] Cc1ccc(CN(Cc2ccccc2)C(=O)CN(C(=O)Nc2ccccc2C(F)(F)F)C(C)C)s1
  NPYLR7 ag: -2; mcGAS inh: -5; hcGAS lum: -6

[80] CCOc1ccccc1OCC(=O)N/N=C1\CCCC(C)C1 (stereo unspecified)
  NPYLR7 ag: -1; mcGAS inh: x; hcGAS lum: -8

[81] O=C(NC1CCCCC1)C(=O)NC1CCCCC1
  NPYLR7 ag: 7; mcGAS inh: -4; hcGAS lum: -8

[82] CC1CC(C)CN(C(=O)CN2C(=O)NC(C)(c3ccccc3)C2=O)C1 (stereo unspecified)
  NPYLR7 ag: 6; mcGAS inh: x; hcGAS lum: -9

[83] NC(=O)c1ccnc(NCC2(c3ccccc3)CCC2)c1
  NPYLR7 ag: 2; mcGAS inh: -12; hcGAS lum: -4

[84] Cc1cc(Nc2ccc3c(n2)C(=O)N([C@H](C)C(=O)NCc2cccnc2)C3)n(C)n1
  NPYLR7 ag: -3; mcGAS inh: x; hcGAS lum: 2
